Screening results: PubChem, Sanford-Burnham Center for Chemical Genomics
TIM10 inh: inhibits growth of TIM10 yeast strain | S. cerevisiae TIM10 strain growth, BacTiter-Glo luminescence, 24 h | inhibition, % at 10 µM | actives 1.4% (n = 330,000);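 active = inhibition of 40% or more at the single tested concentration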;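 also: wild-type TIM10 isogenic control strain grown at permissive 25 °C; 0% = DMSO yeast wells and 100% = minimal medium wells without yeast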
Mdm2-MdmX inh: disrupts the human Mdm2-MdmX interaction. SaOS-2 split-luciferase Mdm2/MdmX complementation, luminescence. inhibition, % at 8 µM. O15151+Q00987. actives 3% (n = 330,000);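 active = inhibition of at least 50% at 8 µM in the primary screen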
CHOP UPR activ: activators of apoptotic arm of unfolded protein response (CHOP). CHO-CHOP luciferase reporter, UPR activation, luminescence; percent of tunicamycin response over DMSO baseline. activation, % at 10 µM. actives 0.34% (n = 330,000);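 active = at 10 µM dose, activation of 40% or more, normalized to positive control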;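 also: 100% = tunicamycin at 10 µg/mL and 0% = DMSO alone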
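assay system = CHO CHOP reporter cells | amount = 500 CHO-CHOP cells per well | buffer or medium = F12 with 10% FBS | incubation = 16-18 h cell attachment, then 6 h compound exposure, 37 °C | detection = luminescence read with Steady-Glo | read-out = percent activation relative to tunicamycin control | controls = tunicamycin high control, DMSO low control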
UPR XBP1 act: activators of adaptive arm of unfolded protein response (XBP1); activation, % at 20 µM; actives 0.33% (n = 330,000); CHO-XBP1 luciferase reporter, IRE1-XBP1 UPR activation, luminescence; percent of tunicamycin response, DMSO as zero;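 active = versus positive control, 20 µM dose yields 30% or more activation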;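 also: 100% = tunicamycin at 10 µg/mL and 0% = DMSO only wells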
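Material: CHO cell line with stable XBP1 luciferase reporter; buffer or medium: F12 medium containing 10% fetal bovine serum; compound: single point, 20 µM final compound, 1% DMSO; incubation: 6 h treatment, 37 °C; measured by: glow luminescence from Steady-Glo reagent; evaluation: activation, % of tunicamycin; control set: tunicamycin high, DMSO low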
tim10-1 inh: inhibits growth of tim10-1 mutant yeast | S. cerevisiae tim10-1 ts strain growth, BacTiter-Glo, 24 h | inhibition, % at 20 µM | actives 2.2% (n = 330,000) | AID 463190;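 active = inhibition of at least 40%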;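 also: mutant grown at 25 °C; 0% = DMSO wells with yeast and 100% = wells holding no yeast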
APJ ag: APJ receptor agonism; actives 0.11% (n = 330,000); P35414; AID 2520; CHO-K1 APJ PathHunter beta-arrestin, luminescence; 0% DMSO wells, 100% apelin; activation, % at 20 µM;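 active = activation more than six SD over the plate average, tested at 20 µM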;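 also: 0% = DMSO alone and 100% = apelin-13 at 10 nM; some results filed as inactive read as strong as hits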
Target sequence (P35414 whole entry, looked up): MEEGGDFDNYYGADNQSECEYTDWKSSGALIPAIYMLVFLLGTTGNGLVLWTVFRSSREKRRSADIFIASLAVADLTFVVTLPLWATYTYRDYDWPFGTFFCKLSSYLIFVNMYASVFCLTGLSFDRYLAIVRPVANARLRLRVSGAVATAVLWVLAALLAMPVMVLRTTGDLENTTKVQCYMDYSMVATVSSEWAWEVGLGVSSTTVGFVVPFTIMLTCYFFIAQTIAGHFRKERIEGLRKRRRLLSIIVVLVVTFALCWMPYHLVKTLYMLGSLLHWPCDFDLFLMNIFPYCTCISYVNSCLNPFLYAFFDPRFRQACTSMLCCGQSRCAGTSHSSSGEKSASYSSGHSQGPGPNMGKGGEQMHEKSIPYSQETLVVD
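Test system: CHO-K1 APJ beta-arrestin complementation cell line | Compound: Single test compound dose, 20 µM final, 1% DMSO | Incubation: Compound 90 min 25 °C, reagent 1 h | Measured by: beta-gal luminescence | Read-out basis: APJ–arrestin association signal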
tim23-1 inh: tim23-1 yeast growth inhibition. S. cerevisiae tim23-1 growth, BacTiter-Glo luminescence, 24 h. inhibition, % at 20 µM. actives 1.3% (n = 330,000). AID 463212;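 active = growth inhibition of the mutant yeast at or above 50%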;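 also: temperature-sensitive mutant grown at 25 °C; plate controls were DMSO-treated mutant yeast for no effect and medium wells lacking yeast for full effect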
NLRP3 yeast inh: NALP3 inhibition in yeast | AID 2825 | Yeast reconstituted NLRP3/ASC/caspase-1, beta-gal luminescence, 24 h | inhibition, % at 10 µM | actives 0.39% (n = 330,000);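 active = inhibition of 50% or more; inactive = inhibition below 50%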;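 also: plate controls were induced DMSO wells for no effect and uninduced yeast grown without galactose for full effect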
NR3A LBD binder: NR3A (human) ligand-binding domain modulation | NR3A LBD differential scanning fluorimetry, Tm shift; 0% = protein alone, 100% = glycine-bound protein | AID 1259313 | Tm shift relative to glycine control, % at 25 µM | actives 2.5% (n = 340,000);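 active = melting temperature shift of at least 10% of the positive control shift, at one fixed dose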
* marks the source's active call; other numbers are inactive results.

SMILES,tim23-1 inh,tim10-1 inh,Mdm2-MdmX inh,TIM10 inh,NLRP3 yeast inh,UPR XBP1 act,CHOP UPR activ,APJ ag,NR3A LBD binder
CS(=O)(=O)Nc1cccc(C2=NN(C(=O)c3ccccc3)C(c3cccs3)C2)c1 (stereo not given),8,16,12,-8,4,2,-1.9,0,-1
O=C(O)CSc1cn(Cc2ccccc2)c2ccccc12,8,14,-2,-2,12,-1,0.5,-3,-2
COc1cc(OC)cc(C(=O)Nc2nc(CC(=O)NCc3ccc(F)cc3)cs2)c1,8,2,70*,-9,14,-1,-0.8,3,0
C/C=C/C=C\C(=O)Nc1cccc(C2=NOC3(C2)C[C@H](C(N)=O)N(C(=O)/C=C/C)C3)c1 (stereo not given in full),-16,-21,-1,-4,7,2,-0.7,-1,0
Cc1nc(N2CCC(C)CC2)c2c(C)c(C(=O)Nc3cc(F)ccc3C)sc2n1,22,9,9,12,13,-1,2.5,1,-1
Cc1ccc(-n2nnnc2SCc2ccccn2)cc1C,19,30,-12,23,30,0,2.6,-5,2
OCCOCCNc1ncnc2c1cnn2-c1ccccc1,-3,-19,1,-2,24,5,2.3,1,3
Cc1ccc(Nc2ccc(S(=O)(=O)N3CCOCC3)cc2[N+](=O)[O-])cc1C,22,28,24,24,7,0,0.9,-1,-1
Cc1ccc(S(=O)(=O)N(C)C)cc1NC(=O)c1ccc(-n2cncn2)c([N+](=O)[O-])c1,2,-1,9,5,22,10,-0.8,2,3
O=C(c1cccs1)N1CCN(CCCc2ccccc2)CC1,12,14,-15,-2,10,-1,-1.1,-2,1
COc1ccc(C2N3CC4(C)CN2CC(C)(C3)C4O)cc1OC (stereo not given),7,7,-16,2,11,0,1.4,3,-1
COc1cc(Br)c(-c2sc(Nc3ccccc3)n[n+]2-c2ccccc2)cc1OC,-21,18,10,-1,5,-2,-1.1,-6,-12
CCOc1ccc(CN2CCSCC2)cc1,9,-25,8,-7,14,-2,2.7,3,-2
Cc1cccc(C)c1Nc1c(-c2ccccc2O)nc2ncccn12,30,19,0,24,10,-1,1.8,2,3
Cc1cccc(C(=O)NCC(=O)N(C)CC(=O)Nc2ccc(N3CCOCC3)cc2)c1,8,-7,-8,11,11,-3,4.4,14,2
O=C(c1ccc(C(F)(F)F)cc1)n1ccc(-c2cccs2)n1,28,19,-2,11,4,-1,3.5,-2,1
Cc1nc(C)c(C(=O)NCCC(c2ccccc2)c2ccccc2)o1,6,18,1,13,6,-3,-1.3,-4,-1
CSc1cccc(CN2CCC(Oc3ccc(C(=O)N4CCCCC4)cc3)CC2)c1,0,7,17,5,23,-2,1.9,-5,1
COc1ccccc1C(=O)OCC(=O)Nc1cccc(S(=O)(=O)N2CCCC2)c1,22,20,5,3,13,-2,0.5,10,2
Nc1c(-c2ccccc2)c(CSc2nc3ccccc3[nH]2)nn1-c1ccc(C(=O)O)cc1,1,13,-3,3,6,-4,-0.8,-3,-1
CC(C)CC(=O)Nc1nnc(S(=O)(=O)N2CCCCCC2)s1,3,7,16,3,8,-1,-0.6,2,0
COC(=O)c1cnc(N2CCOCC2)nc1C(F)(F)F,17,7,7,9,29,-1,1.0,-4,-1
CCCc1cc(=O)[nH]c(SCC(=O)Nc2nc(-c3ccccc3)cs2)n1,-7,2,4,4,4,-2,-1.4,-1,-10
C=COCCn1c(-c2nonc2N)nc2ccccc21,1,-11,20,-22,20,-4,1.1,1,-1
CCOC(=O)c1c(CN2CCOCC2)oc2ccc(OC)cc12,-2,4,-29,-16,33,-2,0.5,-3,0
CCCCN(CCO)CCCC,-11,-10,7,5,5,-2,1.6,-2,3
O=C(NCCCCNC(=O)c1ccc(Cl)s1)c1ccc(Cl)s1,-11,-19,-27,-19,6,-3,0.7,-1,-4
COc1ccc(CCNC(=O)CN2C(=O)NC(Cc3c[nH]c4ccccc34)C2=O)cc1 (stereo not given),-2,0,21,-5,13,-1,-1.2,-1,25*
Cc1ccc(S(=O)(=O)N2CCC(C(=O)OCCOc3ccccc3)CC2)cc1C,20,20,12,0,16,-2,-1.6,-4,2
COC(=O)Cn1c(=NC(=O)c2ccc(OC)cc2)sc2cc(OC)ccc21,2,9,-1,3,17,2,1.2,0,-7

Record cards (already shown). Order of screens: tim23-1 inh, tim10-1 inh, Mdm2-MdmX inh, TIM10 inh, NLRP3 yeast inh, UPR XBP1 act, CHOP UPR activ, APJ ag, NR3A LBD binder
CCCc1cc(=O)[nH]c(SCC(=O)Nc2nc(-c3ccccc3)cs2)n1 is entered as -7, 2, 4, 4, 4, -2, -1.4, -1, -10
CCOC(=O)c1c(CN2CCOCC2)oc2ccc(OC)cc12 is entered as -2, 4, -29, -16, 33, -2, 0.5, -3, 0

Looked up above.
NR3A LBD binder result of C=COCCn1c(-c2nonc2N)nc2ccccc21 → -1
TIM10 inh result of COC(=O)c1cnc(N2CCOCC2)nc1C(F)(F)F → 9

(further entries)
SMILES,tim23-1 inh,tim10-1 inh,Mdm2-MdmX inh,TIM10 inh,NLRP3 yeast inh,UPR XBP1 act,CHOP UPR activ,APJ ag,NR3A LBD binder
Cc1ccc(C2(C(F)(F)F)N=C3Sc4cc(C)cc(C)c4N3C(=O)N2)cc1 (stereo not given),24,13,20,9,-3,14,24,17,3
COc1ccc(NC(=O)CSCC(=O)Oc2c(OC)cccc2OC)cc1,41,31,13,14,-3,-3,1.8,-1,0
COCCOC(=O)C1=C(C)NC(=O)NC1c1ccc(-c2cc(Cl)ccc2Cl)o1 (stereo not given),12,23,11,11,12,-3,-0.3,-1,-3
CC(C)NC(=S)N=Nc1c(O)[nH]c2ccc(C(C)C)cc12,28,40,55*,29,33,0,-2.1,-11,-3
Cc1ccc(S(=O)(=O)N(C)c2ccc3sc(C)nc3c2)cc1,24,-2,47,-23,26,3,-1.4,-1,1
CC(NC(=O)/C=C/c1ccco1)c1nc2ccccc2n1Cc1ccccc1F (stereo not given),28,26,17,15,-6,-1,1.0,-2,-1
S=C(NCC1CCCO1)N1CCN(Cc2ccccc2Cl)CC1 (stereo not given),20,-3,5,-7,27,3,-0.7,-3,1
Cc1ccc(C2(C)NC(=O)N(CC(=O)N(C)CC(=O)Nc3cccc4ccccc34)C2=O)cc1 (stereo not given),2,2,12,5,-8,-3,1.0,-5,0
Cn1c(=O)n(C)c2cc(NC(=O)CSc3ccccc3)ccc21,-2,-16,-4,-7,15,-3,1.3,0,1
COc1ccc(CCNC(=O)c2c(O)c3c([nH]c2=O)CCCC3)cc1OC,-3,9,28,15,2,-2,-1.7,0,7
CC(=O)Nc1ccc(NC(=O)[C@H](C)NC(=O)c2ccco2)cc1,0,-3,-10,-11,10,-2,-0.4,-1,-1
Nc1nc(SCc2ccc3c(c2)OCCO3)n[nH]1,2,10,-29,-1,6,1,2.9,-2,3
Cc1ccc(COc2ccc(/C=N/NC(=O)c3ccc(CN4CCOCC4)cc3)cc2)cc1,-20,-5,-45,30,27,5,-0.1,-2,-5
CC(=O)c1cccc(NC(=O)c2cc(=O)[nH]c3ccccc23)c1,0,0,11,0,-8,-3,1.1,0,-6
C=CCC(=O)NC1CC(C)(C)Cc2c1cnn2-c1ccc(C)cc1 (stereo not given),20,3,-1,-10,14,-5,-1.2,-4,-3
COc1ccc(C)cc1NC(=O)NNS(=O)(=O)c1ccc(NC(C)=O)cc1,-1,-23,13,3,13,-3,-0.8,-4,2
CCn1c2c(c3ccc(OC)cc31)CCCC2=O,27,19,22,20,43,4,2.4,0,-2
CCOC(=O)/C=C/C(=O)OCC(=O)Nc1ccc(Cl)cn1,29,35,12,27,-8,-6,-3.0,-3,0
N#Cc1c(CSCC(=O)O)cc(=O)n2c1[nH]c1ccccc12,12,-10,19,4,7,0,0.2,-2,-2
COc1ccc(N2C(=O)CCC(C(=O)Nc3ccccn3)C2c2ccc(OC)c(OC)c2)cc1 (stereo not given),38,4,3,4,24,0,0.7,13,1
O=C(NCc1cccc(Cl)c1)c1ccc(CS(=O)Cc2ccc(Cl)cc2)o1 (stereo not given),-5,21,27,-1,10,-5,1.1,1,-13
Cc1cccc(-c2nc(CS(=O)CC(=O)NCc3ccco3)c(C)o2)c1 (stereo not given),0,13,14,5,10,-2,-0.6,-1,-1
O=C(COC(=O)/C=C/c1ccc([N+](=O)[O-])cc1)NCc1ccccc1,3,15,0,-12,13,0,-0.5,6,-3
Cc1ccc(S(=O)(=O)N(CCCN(C)C)Cc2ccc3c(c2)OCO3)cc1,11,35,0,0,-11,2,1.3,-1,-2
CCC(C)[C@H](NC(=O)NCc1ccc(OC)c(OC)c1)C(=O)O (stereo not given in full),18,1,19,-12,-10,-1,0.1,0,3
CC1(C)C(=O)Nc2ccccc2N1C(=O)COC(=O)c1ccc(NC(N)=O)cc1,2,6,22,3,10,1,1.1,8,-5
CN(C)S(=O)(=O)N1CCC(Oc2cccc(C(=O)NC3CCOC3)c2)CC1 (stereo not given),6,16,10,2,15,-4,0.7,-6,-1
